Bioassay records deposited in PubChem by National Center for Advancing Translational Sciences (NCATS).
TGFb inhibitor: inhibitors of TGF-b signaling | HepG2 CAGA-GFP TGF-b/SMAD3 reporter, GFP fluorescence, 18 h; TGF-beta stimulated, 500 pg/mL final | Potency, µM (highest dose often 46.1 µM), for the others: at the highest dose activity, negative = inhibition, usual class: inhibitors | 410,000 tested, 1.2% active | AID 588855; further: on the % scale 0 is the no-effect control and ±100 the full control effect; nearly all actives have a fitted effect of over 65% in size
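HEPG2 CAGA-GFP, 1000 cells/well; 2 h settle, 37 C; cpd via pin tool; TGF-b 500 pg/mL final; 18 h, 37 C; GFP imaging ex488/em500-530; %Activity normalised to -TGF-b and +DMSO controls; CRC fit, curve class.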
Nrf2 block: Nrf2 pathway inhibition | A549 ARE-Fluc reporter, luciferase luminescence, 18-24 h | Potency, µM (top dose mostly 46 µM), without a hit: at the highest dose activity change, negative = inhibition, hits mostly inhibitors | 360,000 tested, 2.1% active | AID 504444; further: on the % scale 0 is the no-effect control and ±100 the full control effect; nearly all actives have a fitted effect of over 60% in size
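Two sequential reads on A549 ARE_Fluc cells exposed to compound for 18-24 h: a CellTiter-Fluor fluorescence read for viability, then a luciferase luminescence read for Nrf2/ARE activity.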
A549 tox: kills or reduces viability of A549 cells in Nrf2 counter-screen; A549 ARE-Fluc cells, CellTiter-Fluor viability, 18-24 h; Potency, µM (highest dose often 46 µM), without a hit: at the top dose activity change, negative = cytotoxicity, usual class: inhibitors; 390,000 tested, 0.16% active; further: on the % scale 0 is the no-effect control and ±100 the full control effect
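Cytotoxicity counterscreen: CellTiter-Fluor fluorescence was measured in A549 ARE_Fluc cells after 18-24 h of compound exposure in a concentration series. The subsequent BugLite luminescent read reports ARE-luciferase activity.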
ATXN viability: reduces viability in counter-screen for ATXN expression inhibitors | S2 cells (HEK-293 line with an ATXN2-luciferase reporter) viability, CellTiter-Fluor protease fluorescence, 24 h | Potency, µM (titrated, usually from 56.7 µM), hits mostly cytotoxic | 400,000 tested, 0.49% active | AID 651635; further: nearly all actives have a fitted effect of over 40% in size
EPAC2 antag: EPAC2 (human) antagonism; EPAC2 GEF exchange of Rap1B-BODIPY-GDP, fluorescence; Potency, µM (series often up to 114 µM), without a hit: at the top dose activity, negative = inhibition, most hits filed as inhibitors; 360,000 tested, 0.18% active; AID 720708; further: on the % scale 0 is the no-effect control and ±100 the full control effect; nearly all actives have a fitted effect of over 45% in size; many of its hits are not listed in these tables
Target sequence (Q8WZA2 whole entry, looked up): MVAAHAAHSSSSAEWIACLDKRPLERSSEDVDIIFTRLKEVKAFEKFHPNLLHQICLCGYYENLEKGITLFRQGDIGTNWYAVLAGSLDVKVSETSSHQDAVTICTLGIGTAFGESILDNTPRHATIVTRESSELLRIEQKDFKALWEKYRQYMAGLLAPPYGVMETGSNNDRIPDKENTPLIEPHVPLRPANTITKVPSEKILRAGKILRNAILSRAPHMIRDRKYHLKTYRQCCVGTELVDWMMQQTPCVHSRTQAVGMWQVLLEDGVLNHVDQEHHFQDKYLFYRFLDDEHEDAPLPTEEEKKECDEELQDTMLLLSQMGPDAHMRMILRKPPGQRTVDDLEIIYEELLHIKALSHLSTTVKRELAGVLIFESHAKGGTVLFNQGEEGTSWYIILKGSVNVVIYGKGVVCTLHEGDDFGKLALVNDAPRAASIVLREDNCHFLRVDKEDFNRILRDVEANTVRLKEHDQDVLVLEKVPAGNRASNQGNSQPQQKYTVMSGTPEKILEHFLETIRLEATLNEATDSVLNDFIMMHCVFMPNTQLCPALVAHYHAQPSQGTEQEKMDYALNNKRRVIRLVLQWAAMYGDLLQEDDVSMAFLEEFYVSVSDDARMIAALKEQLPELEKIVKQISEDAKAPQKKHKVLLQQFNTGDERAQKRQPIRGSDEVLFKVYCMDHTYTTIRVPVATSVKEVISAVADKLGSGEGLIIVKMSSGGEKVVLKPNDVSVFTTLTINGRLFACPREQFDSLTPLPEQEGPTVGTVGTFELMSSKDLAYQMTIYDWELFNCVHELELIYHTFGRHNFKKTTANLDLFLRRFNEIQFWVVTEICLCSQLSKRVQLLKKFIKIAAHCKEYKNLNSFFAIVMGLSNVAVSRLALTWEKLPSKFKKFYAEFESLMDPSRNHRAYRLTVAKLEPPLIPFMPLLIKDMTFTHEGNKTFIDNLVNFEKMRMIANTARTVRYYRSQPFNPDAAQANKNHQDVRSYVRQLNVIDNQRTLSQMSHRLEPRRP
HepG2 viability: kills HepG2 cells in TGF-b inhibitor counter-screen. HepG2 CAGA-GFP viability, ATP luminescence, 18 h. Potency, µM (top dose mostly 46.1 µM), for the others: at the highest dose activity change, negative = cytotoxicity, usual class: cytotoxic. 410,000 tested, 0.76% active. AID 588856; further: some results filed as inactive show a strong effect at the top dose
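CellTiter-Glo luminescence gave cytotoxicity after 18 hours at 37 degrees C. The cells were HepG2 CAGA-GFP in 1% FBS DMEM, stimulated with 500 pg/mL TGF-beta after compound addition. %Activity was normalised to no-cell wells (complete cell-killing) and DMSO (no toxicity), and curves were fitted and classified.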
ATXN2 expr inh: reduces ATXN2 reporter expression in HEK-293 cells; HEK-293 ATXN2-luciferase reporter, luminescence, 24 h; Potency, µM (highest dose often 57 µM), inactives show at the top dose activity change, negative = inhibition, hits mostly inhibitors; 360,000 tested, 0.72% active; AID 1745845; further: on the % scale 0 is the no-effect control and ±100 the full control effect; nearly all actives have a fitted effect of over 55% in size
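qHTS (up to 57 uM final) was run with 24 h compound exposure of reporter cells at 37 °C. Each well was multiplexed: SteadyGlo luminescence measured ATXN2-luciferase expression after a fluorogenic Gly-Phe-AFC viability readout (25 uM final).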
Nrf2 ARE act: activates Nrf2 signaling | 410,000 tested, 0.31% active | Potency, µM (titrated, usually from 46.1 µM), without a hit: top-dose activation, hits mostly activators | AREc32 ARE-luciferase reporter (MCF7-derived line), luminescence, 24 h; further: % of control where 0% means no effect; nearly all actives have a fitted effect of over 65% in size
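ARE activation measured as luciferase luminescence (Steady-Glo, 30 min RT) in AREc32_Fluc cells after 24 hr compound exposure at 37 deg C, 5% CO2; cells seeded overnight at 1000/well in OPTI-MEM, 5% FBS.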
MCF10A rerep: induces DNA re-replication in MCF 10a normal breast cells; Potency, µM (highest dose often 46.1 µM), inactives show at the top dose activity, positive = re-replication, usual class: activators; AID 624296; 350,000 tested, 2.9% active; MCF 10A DNA re-replication, Hoechst nuclear intensity, 48 h; further: % of control where 0% means no effect; nearly all actives have a fitted effect of over 50% in size
* hit, by the source's call; i = inactive; ? = inconclusive; / = not tested or not shown. The call rests on the fitted dose curve; in most records, active means well fitted curve in the direction sought with a large enough effect; inconclusive means small, poorly fitted or top-dose-only effect, or another doubt; inactive means no such curve, though single readings can be large; an effect the other way counts as inactive or inconclusive. Potency means the concentration at half of the fitted maximal effect. This is a subset (hit frequency here may not be typical).

SMILES | TGFb inhibitor | Nrf2 block | A549 tox | ATXN viability | EPAC2 antag | HepG2 viability | ATXN2 expr inh | Nrf2 ARE act | MCF10A rerep
Cc1c(Cl)ccc2c(C(=O)NCCN3CCCCC3)cc(-c3ccccn3)nc12 | -25.9% | ? | 0.5% | ? | -7.0% | -4.3% | -4.5% | 14.0% | ?
COc1cc(NC(=O)Cn2nnnc2-c2ccccc2F)cc(OC)c1OC | -20.5% | 11.8% | 5.6% | / | / | -8.8% | / | 0.1% | /
COc1ccc(-c2c(NC(=O)c3ccco3)oc3c(C)cccc3c2=O)cc1 | -7.5% | -2.4% | -11.3% | i | 2.4% | -12.8% | -8.9% | 5.3% | 8.9%
COc1cccc(CNC(=O)Cn2c(=O)n(CCC(=O)N3CCCCC3)c(=O)c3sccc32)c1 | 0.0% | ? | -10.9% | i | 0.0% | 1.6% | -11.7% | -0.2% | 1.0%
COc1cc(OC)c2c(C)cc(=O)oc2c1C(CCN1CCCC(C)C1)c1ccc(N(C)C)cc1 (centres undefined) | 0.4% | 14.1% | -17.1% | / | / | -16.8% | / | / | /
Cc1onc(-c2ccccc2)c1C(=O)Nc1ccc(Cl)c(S(=O)(=O)N2CCOCC2)c1 | -16.1% | 12.8% | -1.4% | i | -10.9% | -5.4% | -4.8% | -0.7% | 0.4%
O=c1cc(CSc2ncn[nH]2)[nH]c2c(Cl)cccc12 | -0.1% | / | -0.6% | ? | / | -3.2% | 8.5% | 4.7% | /
COc1ccccc1N1CC(C(=O)Nc2ccc(S(=O)(=O)N3CCOCC3)cc2)CC1=O (centres undefined) | 2.9% | 2.1% | -2.3% | ? | 8.1% | -2.8% | 2.2% | -0.5% | -0.8%
CC(=O)NC(c1ccccc1)c1nc(-c2csc3ccccc23)cs1 (centres undefined) | ? | / | / | ? | -7.9% | -14.9% | ? | -1.1% | /
CCOc1ccc(C2/C(=C(\O)c3ccc4c(c3)OCCO4)C(=O)C(=O)N2Cc2cccnc2)cc1OCC (centres undefined) | -1.0% | -4.0% | 0.0% | i | 1.5% | -17.3% | -3.6% | 0.1% | 6.9%
CCc1ccc(OCCSc2nc3ccccc3n2CC(=O)N2CCCCC2)cc1 | -35.1% | ? | -1.4% | / | / | 5.6% | ? | 0.1% | /
COc1ccc(CNc2nc(-c3ccc(Cl)cc3)nn2S(=O)(=O)c2ccc(C)cc2)cc1 | -14.6% | -7.9% | 0.4% | i | / | 1.6% | 6.8% | -1.7% | /
COC(=O)c1ccc(CN2CCc3ccc(NC(=O)c4ccncc4)cc3C2)cc1 | -28.4% | -26.8% | -16.5% | i | 1.6% | -8.8% | -8.9% | -0.7% | ?
CCOC(=O)N1CCC(N2Cc3cccc(C(=O)N4CCN(C5CCCCC5)CC4)c3C2=O)CC1 | -2.7% | 0.8% | 0.8% | ? | 3.1% | -10.1% | -20.8% | -0.2% | -5.2%
Cc1ccccc1OCC(=O)NCCC1=CCCCC1 | 11.0% | 9.8% | -3.8% | i | -3.0% | 4.5% | 11.8% | 13.5% | -3.0%
Cc1n[nH]c(=S)n(/N=C/c2ccccn2)c1=O | -18.1% | -6.1% | -1.6% | i | 7.2% | -11.3% | -10.9% | 0.6% | -3.0%
CCOc1ccc(CCNC(=O)c2cnc3c(-c4ccccc4)c(C)nn3c2C)cc1OCC | 21.8% | -11.5% | 4.0% | / | / | -0.2% | / | -0.3% | /
Cc1cc(C(=O)Nc2ccccc2[N+](=O)[O-])cs1 | ? | ? | -5.6% | i | -3.7% | -14.7% | 38.1% | 11.2µM* | -5.7%
Cc1cc(NC(=O)c2cc(S(=O)(=O)N3CCCCC3)ccc2C)n(-c2ccccn2)n1 | 3.3% | -17.7% | -0.1% | i | -0.1% | 13.8% | 3.8% | 2.3% | ?
CCC(c1nnc(SCC(=O)N(C)c2ccccc2)n1Cc1ccccc1)N(C)C (centres undefined) | ? | -8.9% | -3.1% | i | -0.3% | 0.3% | -4.4% | -0.1% | 1.1%
O=C(NCCc1ccccc1)c1ccccc1Cl | 0.8% | ? | 1.0% | i | 11.2% | 5.6% | -36.3% | -1.8% | 7.6%
COc1ccc(CN(C#N)c2nc(SC)nc(N(C)C)n2)cc1 | ? | -1.9% | 3.0% | i | 4.1% | -11.6% | -12.5% | 0.6% | ?
Fc1ccc(-c2cc(-c3ccccc3)c3c(n2)-c2ccccc2OC3)cc1 | -7.3% | -0.2% | -2.4% | i | / | -0.5% | 11.0% | 0.0% | /
CCOC(=O)C1C(c2ccc(O)c(OCC)c2)NC(=S)NC1(O)C(F)(F)F (centres undefined) | -4.5% | -19.2% | -18.5% | i | 1.8% | -10.7% | 5.5% | -0.7% | 1.4%
CC12CCC(C/C1=N\OC(=O)c1c(F)cccc1F)C2(C)C (centres undefined) | 5.7% | -24.7% | 2.4% | i | -8.4% | -14.7% | 0.0% | 0.5% | 1.0%

Quoted from the listing.
A549 tox, COc1ccc(CN(C#N)c2nc(SC)nc(N(C)C)n2)cc1 : 3.0%
ATXN2 expr inh, CCOc1ccc(C2/C(=C(\O)c3ccc4c(c3)OCCO4)C(=O)C(=O)N2Cc2cccnc2)cc1OCC (centres undefined) : -3.6%

Further compounds follow.
SMILES | TGFb inhibitor | Nrf2 block | A549 tox | ATXN viability | EPAC2 antag | HepG2 viability | ATXN2 expr inh | Nrf2 ARE act | MCF10A rerep
CSc1nc(-c2ccccc2)[nH]c(=S)c1C(C)=O | -6.5% | 5.2% | 7.0% | i | -3.4% | -8.1% | 1.0% | 23.1% | 0.1%
Cc1cc(C)n(CC(O)Cn2c3ccccc3c3ccccc32)n1 (centres undefined) | -17.4% | -9.5% | 0.6% | i | -10.5% | -23.2% | -14.1% | 2.7% | ?
CC(C)NC(=O)CN1CCN(C(=O)CCl)CC1 | -15.7% | ? | 2.3% | i | 0.8% | 3.5% | 2.4% | 0.7% | 0.4%
Cc1cc2oc3ccc(NCCCN4CCOCC4)cc3c(=O)c2cc1C | 3.4% | ? | -2.1% | i | 8.5% | -1.0% | 17.7% | 0.6% | 20.6%
COc1cccc(CN2CCC2(C)C(=O)Nc2ccc3c(c2)CCN3C(C)=O)c1F (centres undefined) | -3.8% | / | / | ? | -15.3% | -16.9% | 28.6% | 0.9% | /
COc1ccc(-c2nn(-c3ccccc3)cc2/C=N/Nc2ccc(Cl)c(C(=O)O)c2)cc1OC | 0.9% | 13.7% | 4.3% | i | 0.4% | 2.5% | / | 0.1% | ?
CCOC(=O)c1ccc(N=c2sc(C(=O)OC)cc(=O)n2Cc2ccco2)cc1 | ? | ? | -1.6% | ? | 8.4% | -71.0% | ? | -0.2% | ?
Cc1ccc(S(=O)(=O)N2CCOCC2)cc1C(=O)Nc1ccccc1F | 1.6% | 9.6% | 0.6% | i | -3.5% | 0.6% | 2.9% | -0.3% | -1.9%
COc1ccc(-n2c(Cc3cc(=O)[nH]c(=O)[nH]3)nnc2SCC(=O)Nc2cc(C(F)(F)F)ccc2Cl)cc1 | 4.2% | -0.2% | -2.9% | i | -6.2% | 0.4% | -9.4% | -0.8% | -3.0%
COC(=O)c1sc2[nH]c(=S)n(N)c(=O)c2c1C | 2.2% | -9.9% | -9.6% | i | -2.2% | -22.9% | -18.1% | 0.3% | -1.8%
CCOc1ccc(CCNC(=O)CN2N=C(c3ccccc3)CCC2=O)cc1OCC | -24.0% | / | 8.7% | / | / | -15.2% | / | 2.3% | /
Cc1cccc(CSc2nc3c(c(=O)[nH]2)C(c2cccc(O)c2)CC(=O)N3)c1 (centres undefined) | ? | 3.4% | -0.7% | i | / | -9.6% | 3.3% | 2.8% | /
CCC/C(O)=C1\C(=O)CC(C)(C)CC1=Nc1ccccc1O | ? | -1.6% | -8.7% | i | 2.8% | -7.8% | -17.9% | 1.8% | 3.5%
Cc1cc2nnc(SCC(=O)N3CCCCCC3)n2c(N)n1 | 6.7% | 7.5% | 6.3% | i | 14.7% | 5.8% | 5.5% | 0.2% | -9.4%
O=C(OCCN1C(=O)c2ccccc2C1=O)Oc1ccccc1 | -6.9% | ? | -0.6% | i | -3.6% | -7.2% | / | 0.2% | -0.8%
Cc1[nH]n(-c2ccc(Br)cc2)c(=O)c1C=Nc1ccc(S(=O)(=O)Nc2nccs2)cc1 | ? | 10.2% | -16.0% | i | 1.3% | -70.8% | 0.7% | 0.7% | -0.5%
CC(=O)NCC(=O)N(Cc1ccco1)C1(C(=O)NC2CCCC2)CCCCC1 | -9.6% | 2.3% | -8.6% | i | 9.7% | 3.0% | -16.6% | 0.0% | -16.4%
Cc1ccc(NC(=O)CSc2n[nH]c(=O)n2C2CC2)cc1S(=O)(=O)N1CCOCC1 | -2.7% | -9.6% | 3.2% | i | -8.5% | -6.1% | -2.1% | 2.2% | 1.2%
Cc1ccc(OCC(=O)NNC(=S)NC(=O)C2CCCCC2)c(C)c1 | 12.6% | ? | -5.6% | i | 1.0% | 6.4% | -17.6% | 0.2% | -1.3%
NCCCC[C@H]1CN=C(N)N1CCC12CC3CC(CC(C3)C1)C2 | 5.4% | 7.5% | -1.4% | i | 2.7% | 4.0% | 5.6% | -1.2% | 3.0%
Cc1ccc(/C=N/NC(=O)C(C)Oc2cccc3ccccc23)o1 (centres undefined) | -11.0% | 7.3% | -1.4% | i | ? | 0.2% | 7.3% | 8.5% | 1.9%
Cc1ccc(N(CC(O)CN2C(=O)NC(C)(C)C2=O)S(=O)(=O)c2ccc(C)cc2)cc1 (centres undefined) | -3.3% | 7.3% | 5.0% | i | -2.6% | 0.3% | -7.2% | 0.0% | 9.5%
CSc1nc2ccc(NS(=O)(=O)c3ccc(Br)s3)cc2s1 | ? | ? | 0.6% | i | -19.4% | 17.9% | -19.1% | 0.5% | ?

Arranged by the number under EPAC2 antag (largest number first): 3 from the list above
mol,EPAC2 antag
Cc1cc2oc3ccc(NCCCN4CCOCC4)cc3c(=O)c2cc1C,8.5%
CSc1nc(-c2ccccc2)[nH]c(=S)c1C(C)=O,-3.4%
Cc1ccc(NC(=O)CSc2n[nH]c(=O)n2C2CC2)cc1S(=O)(=O)N1CCOCC1,-8.5%
